aGal spleen mod = qHTS Assay for Inhibitors and Activators of Human alpha-Galactosidase From Spleen Homogenate; Potency, µM (highest dose often 80 µM), for the others: top-dose activity change, negative = inhibition, actives largely listed as inhibitors; human spleen homogenate, 4MU-alpha-Gal fluorescence, 40 min; Alpha-galactosidase A (Homo sapiens), P06280; 240,000 compounds, 0.008% hits;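 note: 0% = enzyme with vehicle and -100% = no enzyme basal signal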
Target sequence (P06280 32-429 limits assumed): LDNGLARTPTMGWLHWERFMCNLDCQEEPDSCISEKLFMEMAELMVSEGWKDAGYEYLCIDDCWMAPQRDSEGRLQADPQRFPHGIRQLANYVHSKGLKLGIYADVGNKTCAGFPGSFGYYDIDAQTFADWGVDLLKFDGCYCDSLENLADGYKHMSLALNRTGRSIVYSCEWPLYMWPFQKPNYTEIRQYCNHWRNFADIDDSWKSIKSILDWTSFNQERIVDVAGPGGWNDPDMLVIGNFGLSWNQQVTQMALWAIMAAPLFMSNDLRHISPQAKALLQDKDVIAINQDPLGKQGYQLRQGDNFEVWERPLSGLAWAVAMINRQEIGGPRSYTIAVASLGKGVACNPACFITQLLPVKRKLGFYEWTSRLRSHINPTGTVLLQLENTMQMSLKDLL
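Spleen homogenate 1 ug + cpd (titration) + 4-MU-alpha-D-galactopyranoside 1 mM; 37C 40 min; 50 mM citrate/phosphate pH 5.0, 0.01% Tween-20; stop pH 10; fluorescence 365/440; AC50 via Hill.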
HTT ATP protect = qHTS Multiplex Assay to Identify Dual Action Probes in a Cell Model of Huntington: Cytoprotection (ATP). Potency, µM (doses to about 56.4 µM), without a hit: cytoprotection (ATP increase), most hits filed as activators. 230,000 compounds, 0.14% hits. PC12 HTT-Q103 induced, cytoprotection, ATP luminescence, 40 h;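 note: % of control where 0% means no effect; nearly all actives have a fitted effect of over 45% in size; toxic huntingtin expression switched on by the ecdysone agonist tebufenozide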
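Compounds were screened for protection of PC12 cells against cell death after tebufenozide induction (100 nM final) of mutant Huntingtin exon 1 (Q103) fused to GFP.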
GAA inhib = qHTS Assay for Inhibitors of Human alpha-Glucosidase as a Potential Chaperone Treatment of Pompe Disease. Lysosomal alpha-glucosidase (Homo sapiens), P10253. purified human GAA, 4-MU-alpha-glucoside fluorescence. Potency, µM (series often up to 76.9 µM), inactives show at the top dose activity change, negative = inhibition, actives largely listed as inhibitors. 200,000 compounds, 0.005% hits. AID 1466, 2008;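 note: plate controls were uninhibited enzyme wells for no effect and no-enzyme background for full effect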
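Compounds are titrated up to 77 uM against 4 nM human enzyme. Substrate 4-methylumbelliferyl-alpha-D-pyranoside (400 uM) reacts 20 min at room temperature in pH 5.0 buffer; liberated 4-methylumbelliferone is read at 440 nm.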
Tau fibril FP = qHTS for Inhibitors of Tau Fibril Formation, Fluorescence Polarization; Microtubule-associated protein tau (Homo sapiens), P10636; K18 P301L tau heparin fibrillization, Alexa594 FP, 6 h; Potency, µM (top dose mostly 57.7 µM), inactives show top-dose activity, negative = inhibition, usual class: inhibitors; 280,000 compounds, 0.39% hits; AID 1468, 2008; note: % is set by controls: 0 for no effect and ±100 for the full control effect; nearly all actives have a fitted effect of over 55% in size
Target sequence (P10636 561-689 P618L limits assumed): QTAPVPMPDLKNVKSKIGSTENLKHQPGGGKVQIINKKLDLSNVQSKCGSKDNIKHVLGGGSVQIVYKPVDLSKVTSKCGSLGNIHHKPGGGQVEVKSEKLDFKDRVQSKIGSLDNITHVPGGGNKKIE
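Heparin (20 uM) drove fibril formation of recombinant tau K18 P301L, 15 uM unlabeled with 0.24 uM Alexa 594 label, for 6 hr at 37 C in 100 mM sodium acetate pH 7. Fluorescence polarization (555/632 nm) read 1 hr after 30 uM ThT.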
Tau fluor counter = Counterscreen qHTS for Inhibitors of Tau Fibril Formation, Fluorescence Polarization; AID 1463, 2008; 280,000 compounds, 0.93% hits; tau K18 P301L Alexa594 fluorescence, heparin fibrillization; Potency, µM (doses to about 57.7 µM), for inactives: at the highest dose activity change, negative = decrease; note: % is set by controls: 0 for no effect and ±100 for the full control effect; nearly all actives have a fitted effect of over 55% in size
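Human K18 P301L tau (15 uM unlabeled plus 0.24 uM Alexa 594-labeled, final) in 100 mM sodium acetate pH 7 was mixed with compound and 20 uM heparin and incubated 6 hr at 37 C.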
Tau ThT inhib = qHTS for Inhibitors of Tau Fibril Formation, Thioflavin T Binding. Microtubule-associated protein tau (Homo sapiens), P10636. recombinant tau K18 P301L (four-repeat tau fragment), heparin-induced fibrillization, ThT fluorescence. Potency, µM (titrated, usually from 57.4 µM), without a hit: at the highest dose activity, negative = inhibition, hits mostly inhibitors. 270,000 compounds, 2.1% hits. AID 1460, 2008; note: % is set by controls: 0 for no effect and ±100 for the full control effect; nearly all actives have a fitted effect of over 55% in size
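Recombinant human tau K18 fragment […] carrying P301L, 15 uM unlabeled plus 0.24 uM Alexa 594-labeled, was fibrillized with 20 uM heparin in 100 mM sodium acetate pH 7 for 6 hr at 37 C; 30 uM ThT fluorescence read after 1 hr.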
GAA glycogen = qHTS Assay for Inhibitors and Activators of Human alpha-Glucosidase Cleavage of Glycogen; Lysosomal alpha-glucosidase (Homo sapiens), P10253; 300,000 compounds, 0.38% hits; Potency, µM (highest dose often 76.4 µM), without a hit: at the highest dose activity change, negative = inhibition, actives largely listed as inhibitors; recombinant GAA, glycogen substrate, Amplex Red glucose oxidase fluorescence;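 note: 0% = full enzyme reaction and -100% = no-enzyme basal signal; the screen sought inhibitors and activators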
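Recombinant enzyme (4 nM final) with compounds titrated up to 77 uM and bovine liver glycogen (30 ug) in citrate pH 5.0, 0.01% Tween-20, 37 C 40 min. Released glucose detected by Amplex Red/glucose oxidase (Ex 573/Em 610); AC50 from Hill fits.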
aGlu spleen mod = qHTS Assay for Inhibitors and Activators of Human alpha-Glucosidase From Spleen Homogenate | 240,000 compounds, 0.006% hits | Potency, µM (highest dose often 79.9 µM), for inactives: at the top dose activity change, negative = inhibition, hits mostly inhibitors | human spleen homogenate, 4-MU-alpha-glucoside fluorescence;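 note: 0% = enzyme with vehicle and -100% = no enzyme basal signal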
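AC50 values come from Hill-equation fits of concentration-response data, normalized to no-enzyme and full-activity controls. Enzyme source: 1 ug human spleen homogenate; 1 mM fluorogenic 4-MU glucoside, pH 5.0 citrate buffer, 37 C, 40 min.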
The depositor's hits bear a star; u = inconclusive; x = no result given; & = joins results of further samples; [ ] = remark or other dose. Calls come from the whole dose curve; as a rule, active = well fitted curve in the direction sought with a large enough effect; inconclusive = small, poorly fitted or top-dose-only effect, or another doubt; inactive = no such curve, though single readings can be large; an effect the other way counts as inactive or inconclusive. Potency is the fitted concentration of half-maximal effect.

SMILES	aGal spleen mod	HTT ATP protect	GAA inhib	Tau fibril FP	Tau fluor counter	Tau ThT inhib	GAA glycogen	aGlu spleen mod
Cc1cc(C)nc(NC(=O)CSc2nc3ccccc3s2)n1	-3%	5%	-14%	-5%	-9%	-10%	-2%	-4%
O=C(Nc1nnc(CCN2CCCCC2)s1)c1ccc(Br)cc1	-1%	-27%	6%	-8%	-12%	-9%	-1%	4%
CC1(C)NC(=O)N(CCCCOc2cccc(C(F)(F)F)c2)C1=O	14%	-23%	3%	-3%	-4%	-3%	6%	-20%
O=C(/C=C/c1cccc(Cl)c1)Nc1ccncc1	-11%	-17%	1%	-8%	-15%	24%	1%	4%
COC(=O)c1ccc(NC(C)=O)o1	-4%	-9%	0%	0%	0%	-3%	2%	-2%
O=C(/C=C/c1cccs1)N1CCC2(CC1)Oc1ccc(F)cc1C(=O)C21CC(c2ccc(Cl)cc2)=NO1 (configuration not stated)	0%	9%[10 µM]	x	3%	-17%	u	1%	3%
CC1CCCN(Cc2nc3c(c(=O)n(C)c(=O)n3C)n2Cc2c(F)cccc2Cl)C1 (configuration not stated)	5%	-7%[10 µM]	2%	-2%	6%	3%	0%	5%
Cc1cc(C)n2nc(SCC#N)nc2n1	-6%	-11%	-14%	1%	0%	-6%	-3%	-9%
CCCCC(C)(C)[C@H](O)/C=C/[C@H]1[C@H](O)CC(=O)[C@@H]1C/C=C\CCCC(=O)O	11%&-1%	10%&-25%	x	-11%&5%	-6%&-9%	3%&-12%	x	6%&4%
Cc1cc(NC(=O)CCCS(=O)(=O)c2nc(-c3cccs3)cc(C(F)(F)F)n2)no1	16%	-88%[inhibitor]	5%	10%	14%	2%	2%	16%
CCN1/C(=C/C=C/C=C/c2sc3ccccc3[n+]2CC)Sc2ccccc21	2%	-99%[inhibitor]	-10%[15.4 µM]	18µM*	16µM*[quencher]	4µM*	u	-25%
CCN(CC)CCCNC(=S)N1CCn2c(nc3ccccc32)C1	-6%	-22%[10 µM]	-10%	-4%	-6%	-6%	16%	-10%
Cc1cc(N2CCOCC2)nc(-c2ccc([N+](=O)[O-])cc2)n1	6%	-8%	-7%	1%	-9%	-8%	15%	-1%
O=C(CN1CCN(c2ccc(F)cc2)CC1)c1ccc2c(c1)OCO2	-4%	-21%	-5%	0%	-17%	u	-6%	-1%
COc1c(Cl)cc(C(=O)N(Cc2ccccc2F)C2CCS(=O)(=O)C2)cc1Cl (configuration not stated)	x	x	x	1%	-16%	-9%	10%[76.3 µM]	x
COC(=O)c1cn(C(C)C(=O)NCc2ccco2)c2ccccc12 (configuration not stated)	-1%	5%[10 µM]	-6%	-3%	-1%	-5%	2%	-1%
CCOC(=O)N1CCN(C(=O)/C(=C/c2ccc(OC)c(OC)c2)NC(=O)c2ccccc2)CC1	0%	19%[10 µM]	12%	9%	1%	-4%	-7%	1%
COc1ccccc1N1C(=O)S/C(=C\c2cc(C)n(C)c2C)C1=O	-12%	-34%[inhibitor]	10%	6%	-27%	-2%	22%	-14%
COCCSc1nnc(NC(=O)C2CC(=O)N(c3ccc(OC)cc3)C2)s1 (configuration not stated)	3%	27%	2%	4%	-7%	-2%	1%	-21%
O=c1c2cc(N3CCOCC3)ccc2[nH]c(=S)n1CCCN1CCCC1	-2%	5%[0.074 µM]	-5%	3%	-4%	-12%	-11%	-1%
COc1ccc(NC(=O)/C(=C/c2ccc(OC(C)=O)c(OC)c2)NC(C)=O)cc1	-17%	7%[10 µM]	-13%	5%	5%	-8%	9%	-18%
CSc1nnnn1-c1ccc(C(=O)O)cc1	-3%	15%	-4%	-11%	-8%	-10%	-8%	-11%
Cc1cc(=O)oc2ccc(OCC(=O)N3CCc4ccccc43)cc12	2%	-18%	-18%	2%	-5%	-20%	4%	2%
CC1CC(CC(=O)NC(=S)Nc2ccccc2Cl)C(=O)O1 (configuration not stated)	-18%	0%	9%	-5%	-6%	-5%	7%	0%
Cc1cc(C(=O)COC(=O)c2ccc(Br)o2)c(C)n1C	2%	-14%	2%	8%	-1%	-10%	7%	1%
O=S(=O)(c1cccs1)N1CCN(CC(O)COC2CCCc3ccccc32)CC1 (configuration not stated)	-10%	0%	2%	12%	-1%	2%	9%	-10%
COCCn1c(SCCN2CCCCC2)nc2ccccc2c1=O	13%	15%[10 µM]	-6%	8%	9%	4%	6%	-7%
COc1ccccc1/C=C/CN1CCCC(CCC(=O)NCc2ccc(F)c(F)c2)C1 (configuration not stated)	-3%	3%[10 µM]	8%	-1%	-5%	0%	11%	-1%
Cc1ccc(-c2nnn(CC(=O)N(CCN3CCOCC3)C(C(=O)NC(C)(C)C)c3ccco3)n2)cc1 (configuration not stated)	1%	x	u	-6%	-3%	-1%	13%	5%
CCNc1nc(N)nc(Oc2ccc(C(=O)OC)cc2)n1	u	-18%	-6%	0%	2%	-5%	3%	-6%
C/C(=N\N1CCN(Cc2ccc(C)cc2)CC1)c1ccco1	1%	x	-3%	5%	8%	2%	3%	-2%
CCS(=O)(=O)c1nc(S(=O)(=O)c2ccc(C)cc2)c(NC)s1	x	x	x	4%	-1%	7%	0%[76.3 µM]	x
O=C(CCC(=O)OCC(=O)c1ccc(Br)cc1)NC1CCCCC1	8%	30%	0%	5%	-5%	u	7%	0%
O=C(Nc1ccccc1)c1cccnc1N1CCOCC1	2%	12%[10 µM]	7%	-10%	-2%	0%	5%	-18%
CCCC1(C(=O)OCC)NC(c2ccc(N(C)C)cc2)C2C(=O)N(c3ccccc3)C(=O)C21 (configuration not stated)	-3%	-7%[10 µM]	-9%	15%	-6%	-5%	-25%	-5%
OC(Cn1cncn1)c1ccc(Cl)cc1Cl (configuration not stated)	-3%	-2%[0.074 µM]	-13%	4%	9%	6%	8%	-7%

At a glance, some entries already given:
SMILES	aGal spleen mod	HTT ATP protect	GAA inhib	Tau fibril FP	Tau fluor counter	Tau ThT inhib	GAA glycogen	aGlu spleen mod
Cc1cc(C(=O)COC(=O)c2ccc(Br)o2)c(C)n1C	2%	-14%	2%	8%	-1%	-10%	7%	1%
O=S(=O)(c1cccs1)N1CCN(CC(O)COC2CCCc3ccccc32)CC1 (configuration not stated)	-10%	0%	2%	12%	-1%	2%	9%	-10%
COCCn1c(SCCN2CCCCC2)nc2ccccc2c1=O	13%	15%[10 µM]	-6%	8%	9%	4%	6%	-7%
COc1ccccc1/C=C/CN1CCCC(CCC(=O)NCc2ccc(F)c(F)c2)C1 (configuration not stated)	-3%	3%[10 µM]	8%	-1%	-5%	0%	11%	-1%
Cc1ccc(-c2nnn(CC(=O)N(CCN3CCOCC3)C(C(=O)NC(C)(C)C)c3ccco3)n2)cc1 (configuration not stated)	1%	x	u	-6%	-3%	-1%	13%	5%

Next section
SMILES	aGal spleen mod	HTT ATP protect	GAA inhib	Tau fibril FP	Tau fluor counter	Tau ThT inhib	GAA glycogen	aGlu spleen mod
Cc1ccc(C)n1-c1ccsc1C(=O)CC#N	0%	-22%	-1%	-11%	-14%	u	u	x
CCC(=O)Nc1c(C(=O)N2CCN(c3ccccn3)CC2)cnn1-c1ccc(Cl)cc1	5%	x	4%	-1%	-8%	-10%	4%	-2%
O=C(NCCCNCCCNC(=O)c1ccccn1)c1ccccn1	-1%	23%	-1%	-6%	-15%	-10%	7%	-1%
COc1cccc2c1CCC(NC(C)=O)C2=O (configuration not stated)	-16%	x	0%	-6%	-14%	u	2%	-10%
CCCOc1ccc(/C=C/C(=O)Nc2sc3c(c2C(=O)OCC)CCC(C)C3)cc1OC (configuration not stated)	x	x	x	u	-4%	-10%	0%[76.3 µM]	x
CC1=C(C(=O)OC(C)C)C2(O)C(=O)c3ccccc3C2(O)N1 (configuration not stated)	0%	14%[10 µM]	4%	u	-23%	7.1µM*	0%	-2%
COc1cc2ncc(S(=O)(=O)c3ccccc3)c(N3CCC4(CC3)OCCO4)c2cc1OC	-1%	-26%[10 µM]	6%	6%	-9%	-3%	-23%	-7%
Cc1nc(N2CCOCC2)c2nc(-c3ccccc3)n(CCN3CCCC3)c2n1	8%	1%	x	2%	1%	0%	x	2%
Cc1c(C(=O)OC(C)CCN(C)C)oc2ccccc12 (configuration not stated)	-13%	6%[10 µM]	-1%	1%	6%	7%	-8%	-13%
CC(C)Oc1ccc(CNC(=O)c2ccc(CS(=O)c3cccc(Cl)c3)o2)cc1 (configuration not stated)	x	x	x	7%	-5%	-4%	7%[76.3 µM]	x
COc1ccccc1N(C(=O)CNS(=O)(=O)c1ccccc1)C(C(=O)NCc1ccco1)C(C)C (configuration not stated)	-4%	-5%[10 µM]	-5%	-5%	5%	7%	0%	-5%
COc1ccccc1N1CCN(CCn2c(=O)[nH]c3c([nH]c4ccccc43)c2=O)CC1	u	13%&-3%&-26%	x	-2%&-6%&1%	-6%&-4%&-6%	-4%&-2%&-4%	x	17%&15%&8%
CCc1ccccc1NC(=O)c1cc(S(=O)(=O)N2CCCC2)cn1C	x	x	x	0%	-12%	-10%	-21%[76.3 µM]	x
O=C(CCN1C(=O)c2ccncc2C1=O)NCc1ccc(Cl)cc1	-2%	-18%	2%	0%	-2%	-1%	-11%	-5%

Retrieved by compound from the list above, 2 records:
SMILES	aGal spleen mod	HTT ATP protect	GAA inhib	Tau fibril FP	Tau fluor counter	Tau ThT inhib	GAA glycogen	aGlu spleen mod
COc1cc2ncc(S(=O)(=O)c3ccccc3)c(N3CCC4(CC3)OCCO4)c2cc1OC	-1%	-26%[10 µM]	6%	6%	-9%	-3%	-23%	-7%
CC1=C(C(=O)OC(C)C)C2(O)C(=O)c3ccccc3C2(O)N1 (configuration not stated)	0%	14%[10 µM]	4%	u	-23%	7.1µM*	0%	-2%

Assay outcomes as filed in PubChem.
